BRCA1 expr up – increases BRCA1 expression; MCF7-BRCA1-FFLuc reporter, luminescence, 48 h; response scale: scaled: vehicle 0%, 10 µM genistein 100%; Potency, µM (titrated, usually from 46.1 µM), inactives show at the highest dose activation, most hits filed as activators; 380,000 compounds, 1.1% hits; AID 624202; further: nearly all actives have a fitted effect of over 80% in size; some results filed as inactive show a strong effect at the top dose
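Reporter cells (MCF7, BRCA1 promoter-firefly luciferase) received library compounds across a concentration series for 48 h. End-point luminescence was measured and concentration-effect curves derived after normalization.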
FLuc modulator – counter-screen for miR-21 project: firefly luciferase inhibitors or activators; Potency, µM (titrated, usually from 57.5 µM), without a hit: at the top dose activity change, negative = inhibition, most hits filed as inhibitors; 360,000 compounds, 6.9% hits; purified FLuc, Km substrates, luminescence inhibition; P08659;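 further: plate controls were vehicle for no effect and reference inhibitor for full effect; nearly all actives have a fitted effect of over 55% in size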
Target sequence (P08659 whole entry, looked up): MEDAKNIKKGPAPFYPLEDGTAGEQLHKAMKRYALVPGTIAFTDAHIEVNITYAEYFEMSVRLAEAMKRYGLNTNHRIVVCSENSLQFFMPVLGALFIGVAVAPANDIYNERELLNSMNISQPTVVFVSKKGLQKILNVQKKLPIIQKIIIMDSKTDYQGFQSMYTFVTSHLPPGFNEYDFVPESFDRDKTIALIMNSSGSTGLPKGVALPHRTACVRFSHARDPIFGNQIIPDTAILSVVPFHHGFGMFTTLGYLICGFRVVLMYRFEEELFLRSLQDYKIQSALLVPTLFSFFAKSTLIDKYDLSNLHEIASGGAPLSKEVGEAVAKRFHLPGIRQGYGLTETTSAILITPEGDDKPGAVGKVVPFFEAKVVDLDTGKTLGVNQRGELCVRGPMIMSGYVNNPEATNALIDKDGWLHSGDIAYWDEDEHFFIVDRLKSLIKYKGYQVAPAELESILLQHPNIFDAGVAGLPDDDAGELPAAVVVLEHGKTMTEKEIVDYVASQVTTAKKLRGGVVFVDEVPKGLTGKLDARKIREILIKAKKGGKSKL
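Biochemical qHTS of compounds, final roughly 60 µM downward over six points, against 10 nM purified firefly luciferase using Km concentrations of substrates (10 uM D-luciferin, 10 uM ATP) in Tris acetate pH 7.5 buffer; luminescence output.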
Active calls of the source: *; ? = inconclusive. The call rests on the fitted dose curve; in most records, active means well fitted curve in the direction sought with a large enough effect; inconclusive means small, poorly fitted or top-dose-only effect, or another doubt; inactive means no such curve, though single readings can be large; an effect the other way counts as inactive or inconclusive. Potency means the concentration at half of the fitted maximal effect. Only part of the results is shown, so the mix of outcomes need not match the whole.

SMILES | BRCA1 expr up | FLuc modulator
COc1ccc2oc(-c3ccc(C)c(NC(=O)c4ccc(N5CCCCC5)c([N+](=O)[O-])c4)c3)nc2c1 | 12.8% | -11.1%
COc1ccccc1-c1cc2nc(C)c(CCC(=O)NC3CCCCC3)c(C)n2n1 | -4.3% | ?
CC(C)NC(=O)CC(=O)Nc1ccc2nc3n(c(=O)c2c1)CCCCC3 | 21.8% | -17.4%
Cc1ccc2nc(NC(=O)CSc3cc(C)[nH]c(=O)n3)sc2c1 | ? | -22.3%
Cc1ccc2c(c1)cc1c(=O)n(Cc3ccc(Cl)cc3)nc(C)n12 | 10.2% | 0.8%
Cc1ccc(C(=O)Nc2ccc(Br)cc2)cc1S(=O)(=O)N1CCOCC1 | 2.2% | -17.7%
O=C(Oc1ccccc1Cl)c1cc(-c2ccc3c(c2)OCCO3)on1 | 0.0% | 2.69µM*
CCOc1ccc(NC(=O)c2ccc3c(=O)n4nc(Nc5ccccc5C)sc4nc3c2)cc1 | 15.7% | -2.1%
Cc1ccc(C(=O)c2oc3ccccc3c2NC(=O)c2cc(-c3ccccc3)on2)cc1F | 7.9% | -1.1%
Cc1cc(NC(=O)C(C)C)cc(-c2nc3ncccc3o2)c1O | -8.8% | 2.5%

Reprinted from the part before: 4 compounds, then new ones.
SMILES | BRCA1 expr up | FLuc modulator
O=C(Oc1ccccc1Cl)c1cc(-c2ccc3c(c2)OCCO3)on1 | 0.0% | 2.69µM*
CCOc1ccc(NC(=O)c2ccc3c(=O)n4nc(Nc5ccccc5C)sc4nc3c2)cc1 | 15.7% | -2.1%
Cc1ccc(C(=O)c2oc3ccccc3c2NC(=O)c2cc(-c3ccccc3)on2)cc1F | 7.9% | -1.1%
Cc1cc(NC(=O)C(C)C)cc(-c2nc3ncccc3o2)c1O | -8.8% | 2.5%
CCc1ccccc1NC(=O)c1ccc(=O)n(Cc2ccc(F)cc2)c1 | -38.3% | -0.9%
CCC(=O)N1CCc2cc(Br)cc(S(=O)(=O)N3CCCC(C(=O)NCc4ccc(F)cc4)C3)c21 (stereo unspecified) | -36.5% | -8.5%
O=C(CS(=O)(=O)c1cccc2nsnc12)Nc1cc(F)ccc1F | 6.5% | -2.0%
Cc1cccc(-n2c(-c3ccccc3)cn3c4c(=O)[nH]c(=O)n(C)c4nc23)c1 | 0.3% | 3.7%
Cc1cc(F)ccc1NC(=O)CCS(=O)(=O)c1ccc2c(c1)NC(=O)CO2 | 5.7% | -15.6%
Cc1ccc2cccc(NC(=O)COc3ccccc3Cl)c2n1 | -31.9% | -12.7%
COc1ccccc1N1CCN(C(=O)CCS(=O)(=O)c2cc(Br)cc3c2N(C(C)=O)CC3)CC1 | 5.6% | -6.6%
COc1ccc(Cn2c(CO)cnc2SCC(=O)NCc2ccco2)cc1 | 0.0% | 1.3%
CC(C)c1ccc(NC(=O)Cn2c(=O)oc3cc(S(=O)(=O)N4CCCC4)ccc32)cc1 | -19.6% | -18.9%
Cn1c(=O)c2c(nc(NCCc3ccccc3)n2Cc2ccccc2Br)n(C)c1=O | 11.3% | -7.2%
Cn1ncc2nc(SCC(=O)Nc3ccc(Br)cc3F)n(Cc3ccccc3)c(=O)c21 | 12.8% | -7.1%
O=C(Nc1ccc(-c2cn3cccnc3n2)cc1)c1cc(Br)ccc1Cl | 9.0% | -1.1%
Clc1cccc(N2CCN(c3ncnc4c3nc3n4CCCCC3)CC2)c1 | -57.5% | -9.2%
CCOC(=O)c1noc2ncnc(N3CCN(c4cccc(C(F)(F)F)c4)CC3)c12 | -1.4% | 0.9%
CCCN(C(=O)c1noc2c1COc1ccc(C)cc1-2)c1ccc(Cl)c(Cl)c1 | 0.0% | 1.2%
Cc1cccc(Cn2c(=O)n(Cc3ccccc3)c(=O)c3sc4ccccc4c32)c1 | 3.0% | 1.2%
Cc1cc(C)cc(NC(=O)CN2C(=O)c3ccccc3Sc3ncccc32)c1 | -11.4% | -1.2%
Cc1ccc(-n2c(=O)c3ccc(C(=O)NCc4ccccc4Cl)cc3n(Cc3cccc(F)c3)c2=O)cc1 | 17.2% | 1.0%
CCC(=O)Nc1sc2c(c1C(=O)Nc1cccc(C)c1)CCCC2 | -2.9% | 0.6%
COc1cccc(NC(=O)N(Cc2c[nH]c3ccccc23)C2CCCCC2)c1 | -19.6% | -0.5%
Cc1ccc(CNC(=O)Cn2c3ncccc3c(=O)n2-c2ccccc2)cc1 | -6.4% | -7.4%
CN(C(=O)CSc1nc2ccc(NC(=O)c3cccc(F)c3)cc2s1)c1ccccc1 | 0.0% | -14.5%
CCCCNC(=O)CSc1nc(-c2ccc(OC)cc2)cc(C(F)(F)F)n1 | -12.0% | 2.0%
Cc1ccc(CNC(=O)CN2C(=O)C3(SCC(=O)N3c3ccc(F)c(F)c3)c3ccccc32)cc1 (stereo unspecified) | -9.9% | -10.3%
Cc1cccc(NC(=O)CN(C)S(=O)(=O)c2cnc[nH]2)c1C | -0.8% | 0.7%
COC(=O)c1ccc2c(c1)N(CC(=O)Nc1cccc(C(F)(F)F)c1)C(=O)c1ccccc1S2 | 6.9% | -0.1%
O=C(CSc1nc2cc(C(=O)NC3CCCC3)ccc2c(=O)n1CC1CCCO1)c1ccc(F)cc1 (stereo unspecified) | 14.3% | 0.8%
COc1ccc(Cl)cc1NC(=O)N1CCN(S(=O)(=O)c2ccc3c(ccn3C)c2)CC1 | -7.1% | -3.4%
Cc1cccc(C(=O)Nc2nc(-c3nnn(-c4cc(F)ccc4F)c3C)ns2)c1 | 5.9% | 3.1%
CCOC(=O)CSc1nc2ccc(NC(=O)COc3ccccc3)cc2s1 | 0.0% | ?
Cc1cc(NC(=O)CCS(=O)(=O)c2cc3c4c(c2)CCN4C(=O)CC3)ccc1Br | 0.8% | -2.1%
Cc1ccccc1OCC(=O)Nc1ccc2nc(SCC(=O)N(C)c3ccccc3)sc2c1 | 0.0% | -9.0%
CC(=O)N1CCCC1c1nc2ccccc2n1Cc1ccccc1Cl (stereo unspecified) | 0.0% | -2.0%
Cc1ccc(NC(=O)Nc2cn(CC(C)C)c(=O)c3ccccc23)cc1N(C)C | -9.0% | -13.9%
CCn1cc(C(=O)N2CCN(c3cccc(Cl)c3)CC2)c(=O)c2cc(S(=O)(=O)N3CCC(C)CC3)ccc21 | -31.1% | ?
Cc1ccccc1NC(=O)Cn1c(=O)n(Cc2ccco2)c(=O)c2ccc(C(=O)NC3CCCC3)cc21 | 4.7% | -0.6%
O=S(=O)(c1ccc(-c2cnc(C3CC3)o2)cc1)N1CCN(c2cccc(Cl)c2)CC1 | -8.0% | 2.1%
Cc1cc(F)ccc1NC(=O)C1CCCN(c2nnc(-n3c(C)ccc3C)s2)C1 (stereo unspecified) | 0.4% | 1.4%
CC(=O)c1c(C)oc2c1cc(NS(=O)(=O)c1c(C)cc(C)cc1C)c1ccccc12 | -25.6% | ?
CCOC(=O)C1CCN(c2ncnc3c2nc2n3CCCCC2)CC1 | ? | -0.9%
Brc1cccc(-c2nnn3c2nc(NC2CCCCC2)c2ccccc23)c1 | -3.6% | -2.5%
Cc1cc(Nc2ccccc2F)n2nc(-c3ccccc3)nc2n1 | 10.6% | ?
COc1cc2[nH]c(=O)n(Cc3ccc(C(=O)NCc4ccccc4)cc3)c(=O)c2cc1OC | -52.4% | 6.1%
O=S(=O)(c1ccc(C2CCCCC2)cc1)N1CCN(c2cc(Cl)ccc2Cl)CC1 | 11.7% | -5.2%
CCC(Sc1nc2c(sc3ccccc32)c(=O)n1CCc1ccc(OC)c(OC)c1)C(=O)N(CC)CC (stereo unspecified) | 3.9% | 2.2%
O=C(O)CSc1nc2ccccc2nc1N1CCCCC1 | 8.3% | ?
CCOc1ccc(NC(=O)Cn2c(=O)n(Cc3ccccc3)c(=O)c3c4c(sc32)CN(C(C)=O)CC4)cc1 | -30.7% | 7.2%
COc1cc(Cl)c(C)cc1NC(=O)CCCN1C(=O)C(c2ccccc2)Oc2cccnc21 (stereo unspecified) | -34.0% | -10.6%
CC1=C(C(=O)Nc2cc(Cl)ccc2C)C(c2ccco2)n2ncnc2N1 (stereo unspecified) | -11.4% | -2.4%
CCC(=O)N1c2ccc(S(=O)(=O)CCC(=O)N3CCN(c4cc(C)ccc4C)CC3)cc2CC1C (stereo unspecified) | 7.7% | -15.4%
New compounds follow
SMILES | BRCA1 expr up | FLuc modulator
CCCCNC(=O)c1ccc(-c2nc(CN3CCc4ccccc43)c(C)o2)cc1 | -14.0% | -5.2%
COc1ccccc1CNC(=O)CCCCn1c(=O)c2ccccc2n(CC(=O)Nc2cccc(Cl)c2)c1=O | 8.3% | -0.3%
CCC(C(=O)Nc1ccc(C)c(C)c1)n1c(=O)c(C(F)(F)F)nc2ccccc21 (stereo unspecified) | 1.8% | 3.1%
CN(Cc1ccccc1)C(=O)CSc1nc2ccccc2n1Cc1ccccc1F | 5.7% | -0.5%
Cc1cc2ccccc2n1CCNC(=O)c1ccc(F)cc1 | -31.6% | -11.8%
CCCCCCNc1nc2c(c(=O)n(C)c(=O)n2C)n1Cc1cccc(C)c1 | -17.9% | -5.0%
CCC(Sc1nc2cc(OC)c(OC)cc2c2nc(-c3ccccc3)nn12)C(=O)Nc1cccc(C)c1 (stereo unspecified) | 16.9% | 1.5%
CN(C(=O)CSc1nc2ccc(NC(=O)COc3ccc(Cl)cc3)cc2s1)c1ccccc1 | -0.2% | -3.0%
COc1ccc(S(=O)(=O)c2cn(CC(=O)Nc3cc(C)ccc3C)c3ccccc3c2=O)cc1 | 12.4% | 1.4%
CC1=C(C(=O)OCC2CCCCC2)C(c2c(F)cccc2Cl)CC(=O)N1 (stereo unspecified) | 11.3% | -1.1%

An excerpt of these results, with tabs:
Structure	BRCA1 expr up	FLuc modulator
COc1ccccc1CNC(=O)CCCCn1c(=O)c2ccccc2n(CC(=O)Nc2cccc(Cl)c2)c1=O	8.3%	-0.3%
CCC(C(=O)Nc1ccc(C)c(C)c1)n1c(=O)c(C(F)(F)F)nc2ccccc21 (stereo unspecified)	1.8%	3.1%
CN(Cc1ccccc1)C(=O)CSc1nc2ccccc2n1Cc1ccccc1F	5.7%	-0.5%
Cc1cc2ccccc2n1CCNC(=O)c1ccc(F)cc1	-31.6%	-11.8%
CCCCCCNc1nc2c(c(=O)n(C)c(=O)n2C)n1Cc1cccc(C)c1	-17.9%	-5.0%
CCC(Sc1nc2cc(OC)c(OC)cc2c2nc(-c3ccccc3)nn12)C(=O)Nc1cccc(C)c1 (stereo unspecified)	16.9%	1.5%
CN(C(=O)CSc1nc2ccc(NC(=O)COc3ccc(Cl)cc3)cc2s1)c1ccccc1	-0.2%	-3.0%

(listing goes on)
SMILES | BRCA1 expr up | FLuc modulator
COc1cccc(NC(=O)Cn2c(=O)n(-c3cccc(OC)c3)c(=O)c3sc4ccccc4c32)c1 | -11.3% | -4.8%
Cc1ccccc1OCC(=O)Nc1ccc(-c2nc3ccccc3o2)cc1 | -22.2% | -1.7%
CCn1cc(C(=O)NCCc2ccc(Cl)cc2)c(=O)c2cc(S(=O)(=O)N3CCOCC3)ccc21 | 13.5% | -2.0%
COc1ccc(C(=O)NCCn2cc(SCC(=O)Nc3ccc4c(c3)OCCO4)c3ccccc32)cc1OC | -4.2% | ?
COC(=O)c1c(NC(=O)CCCOc2ccccc2C)sc2c1CCC(C)C2 (stereo unspecified) | -21.7% | 2.9%
COc1ccc(N2CCN(C(=O)CCn3c(=O)[nH]c4cc(OC)c(OC)cc4c3=O)CC2)cc1 | -2.9% | 1.1%
O=C1CCSc2ccc(S(=O)(=O)Nc3cccc(C(F)(F)F)c3)cc2N1 | -20.5% | ?
Cc1cc(C)cc(NC(=O)NCCc2c(C)nn(C)c2C)c1 | 0.7% | -7.2%
CCn1cc(C(=O)NCCc2ccc(OC)c(OC)c2)c(=O)c2cc(S(=O)(=O)N(C)C3CCCCC3)ccc21 | -71.8% | -1.5%
CCOC(=O)c1c(C)oc2nc(C)nc(NCc3ccc(OC)cc3OC)c12 | -7.5% | -7.0%
Cc1ccc(N2C(=O)[C@@H]3CSC(c4ccc(F)cc4)N3C2=O)cc1 (stereo partly specified) | 3.8% | -10.4%
CC(C)(CC(=O)OCC(=O)Nc1ccc(F)c(Cl)c1)CC1=NS(=O)(=O)c2ccccc2N1 | -37.4% | -14.1%
CCc1ccc(-n2nc(C)c3c(C)cc(=O)n(CC(=O)Nc4ccc(OC)c(OC)c4)c32)cc1 | 1.2% | -2.1%
O=C(Cn1c(=O)oc2cc(S(=O)(=O)N3CCCC3)ccc21)NCc1ccc(Cl)cc1 | -23.4% | -2.2%
CCc1ccccc1NC(=O)Cn1c(=O)ccc2cc(S(=O)(=O)N3CCCC3)ccc21 | -10.0% | -1.4%
Cc1ccc(S(=O)(=O)c2c(Nc3ccccc3)sc(C(=O)c3ccc4c(c3)OCO4)c2N)cc1 | -15.5% | -0.6%
Cc1cnc(=O)[nH]c1SCC(=O)Nc1cc(C(F)(F)F)ccc1Cl | -4.5% | -8.6%
CCCC1=Nc2cc(C(=O)NCCc3ccc(OC)cc3OC)ccc2Sc2ccccc21 | -12.8% | -11.2%
Cc1cc(C)cc(OCCSc2nc3ccc(NC(=O)COc4ccccc4)cc3s2)c1 | 0.0% | -4.4%
CC[C@@H](C)[C@@H](C(=O)Nc1ccc(C)cc1)N1Cc2ccccc2C1=O | -10.8% | 3.2%
COc1ccc2c(c1)c1c(c(=O)n(-c3ccccc3C)c(=O)n1CC(=O)N1CCCC1)n2C | 14.8% | -6.2%

Screens from PubChem BioAssay.
